# WT yeast gro inh – growth inhibition of WT yeast, mitochondrial fusion screen | AID 1362 | 190,000 compounds, 2.1% hits | inhibition, % at 10 µM | mitochondrial fusion phenotypic screen, WT strain; in the data active means inhibition above about 58%; tested in S. cerevisiae
# PMI inhibitors – MPI enzyme activity inhibition – biochemical, fluorescence intensity, coupled assay, primary screen (AID 1209) | purified PMI enzyme, coupled fluorescence intensity; higher % means a stronger effect | inhibition, % at 20 µM, or IC50 in µM where a hit was titrated | 190,000 compounds, 0.42% hits;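 further: plate controls were DMSO vehicle for no effect and wells lacking substrate for full effect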
# Siah-1 displacement – blockers of Siah-1 interaction with plectin peptide – biochemical, fluorescence polarization, rhodamine-plectin, uHTS, primary screen (AID 1817); Siah-1 / rhodamine-plectin peptide fluorescence polarization; higher % means a stronger effect; displacement, % at 20 µM; hits with a dose series show IC50 in µM; 290,000 compounds, 0.02% hits;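 active means displacement of at least 50% at 20 µM, with a fluorescence ratio check between 0.3 and a set limit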;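 further: plate controls were Siah plus tracer with DMSO for no effect and tracer alone without Siah for full effect; strong numbers were not always called active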
# XIAP displacement – XIAP antagonists, biochemical, IAP family, fluorescence polarization (AID 1018). XIAP BIR domain, fluorescence polarization peptide displacement; higher % means a stronger effect. displacement, % at 20 µM, or IC50 in µM where a hit was titrated. 200,000 compounds, 0.007% hits; in the data active means displacement above about 50%; further: a part of the inactive calls stands beside numbers as strong as those of hits
# PhoP inhibition – PhoP-dependent GFP reporter repression – Salmonella Typhimurium, primary screen (AID 1863) | S. Typhimurium PhoP-regulated promoter GFP reporter, 4 h; higher % means a stronger effect | 300,000 compounds, 0.16% hits | inhibition, % at 50 µM, or IC50 in µM where a hit was titrated;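 active means inhibition over 29.93%, a cutoff 3 SD above the screen mean, later confirmed by dose response; inconclusive means inhibition over 29.93% but no dose response follow-up; inactive means inhibition at most 29.93% or unconfirmed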;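 further: 0% = low Mg2+ inducing control and 100% = high Mg2+ repressing control; strong numbers were not always called active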
# Myeloid diff 2 – promotes myeloid progenitor differentiation; calls only at 10 µM; 360,000 compounds, 1% hits; ER-HoxA9 myeloid progenitors, lysozyme-GFP differentiation, flow cytometry; AID 624256;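 active means normalized GFP-positive differentiation at or above the plate's own cutoff, the solvent-only control mean plus 3 SD; inconclusive means no clear call, values can overlap the other calls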;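 further: cells exposed to compound for four days before flow analysis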
# TNAP activators – human TNAP enzyme activators, primary screen, biochemical, luminescent, no phosphate acceptor, uHTS (AID 1001); activation fold at 20 µM; hits with a dose series show EC50 in µM; purified TNAP, luminescent activation assay, no phosphate acceptor; higher activation fold means a stronger effect; 200,000 compounds, 0.03% hits; in the data active means activation fold from about 3, or a potency from the dose series; inactive means the rest, 99 in 100 with activation fold below about 1.6; further: many of its hits are not listed in these tables
# human PMI inhibitors – human PMI inhibitors, high substrate, primary screen, biochemical, fluorescence intensity, high mannose 6-phosphate (AID 1220) | recombinant PMI enzyme, coupled fluorescence intensity; higher % means a stronger effect | inhibition, % at 20 µM, or IC50 in µM where a hit was titrated | 190,000 compounds, 0.66% hits
# RSV CPE inhibition – RSV antiviral activity via CPE protection, HEp-2 cells, primary 10 µM value included (AID 2391) | CPE inhibition, % at 10 µM, or IC50 in µM where a hit was titrated | HEp-2 cells, RSV-induced CPE inhibition; higher % means a stronger effect | 310,000 compounds, 0.13% hits; in the data active means a potency from the dose series; inconclusive means CPE inhibition mostly from about 23% at the one dose, without a potency; inactive means the rest, 99 in 100 with CPE inhibition below about 21%; further: strong numbers were not always called active
# WT yeast gro inh mutant strain – further read-out of WT yeast gro inh, marked with its call; inhibition, %; mitochondrial fusion phenotypic screen, mutant strain inhibition
# Myeloid diff 2 GFP+ MAC1+ % – further read-out of Myeloid diff 2, marked with its call; GFP+ MAC1+ double positive, %; measured here: differentiation confirmed by MAC1 staining
# Active calls of the source: *; i = inactive; ? = inconclusive; nt = not tested or not shown. Unless noted, no stated cut-off is given here; in the data, active means inhibition above about 50%; inactive means the rest.
SMILES,WT yeast gro inh,WT yeast gro inh mutant strain,PMI inhibitors,Siah-1 displacement,XIAP displacement,PhoP inhibition,Myeloid diff 2,Myeloid diff 2 GFP+ MAC1+ %,TNAP activators,human PMI inhibitors,RSV CPE inhibition
COc1ccccc1N1CCN(Cc2ccc(C(=O)O)cc2)CC1,nt,nt,nt,-4%,nt,5%,i,0.2,nt,nt,1.9%
C/C(=N\O)C(C)(C)Nc1ccc(Br)cc1,nt,nt,nt,-9%,nt,2%,i,0.3,nt,nt,0.5%
CSCCCN1CCCC(CO)(Cc2ccc(F)cc2)C1 (stereo unspecified),nt,nt,nt,10%,nt,5%,i,0.4,nt,nt,1.1%
Cc1cc2c(cc1C)-c1nnc(-c3ccc4ccccc4n3)n1C(C)(C)C2,1,-2,1%,4%,2.1%,3%,nt,nt,1.1,-1%,1.5%
COc1ccccc1/C=N/NC(=S)Nc1cccnc1,1,-6,0%,-11%,0.0%,-7%,i,0.0,1.2,-1%,0.2%
O=C(c1ccc(F)cc1)N1CCC2(CC1)NCCc1[nH]cnc12,nt,nt,nt,-6%,nt,11%,i,7.1,nt,nt,0.8%
CCOc1ccc(Br)cc1C1C(C(=O)OC)=C(N)Oc2cc(N(C)C)ccc21 (stereo unspecified),59*,0.7*,16%,0%,-30%,-19%,i,0.7,1.1,10%,2.8%
COc1cc(NC(=O)c2cc(C)no2)c(OC)cc1Cl,nt,nt,nt,1%,nt,1%,i,0.3,nt,nt,4.2%
O=S(=O)(c1ccc(F)cc1)N1CCCC(CO)C1 (stereo unspecified),25,7,13%,2%,-5.2%,-1%,i,0.7,1.1,-1%,2.1%
CCOc1ccc(Cl)cc1CNc1nnnn1CC,nt,nt,nt,-1%,nt,-5%,i,2.1,nt,nt,1.2%
COc1cc2c(cc1OC)CN(Cc1ccc(C)cc1)CC2,nt,nt,nt,9%,nt,-6%,i,0.3,nt,nt,0.7%
CC1=C(C(=O)OCCCBr)C(c2ccc3c(c2)OCO3)NC(=O)N1 (stereo unspecified),nt,nt,nt,-2%,nt,9%,i,0.3,nt,nt,-1.2%
CCOC(=O)c1ccc(NC(=O)C(CC)CC)cc1,-20,-11,8%,-1%,-1.0%,1%,i,0.3,1,11%,4.1%
O=C(Nc1nccs1)c1ccc(S(=O)(=O)NCC2CCCCC2)cc1,nt,nt,13%,9%,-2.3%,-1%,i,5.7,1.1,16%,-0.2%
COc1ccccc1NC(=O)Cn1c(CCC(=O)O)ccc1-c1ccc(C)cc1,-22,6,8%,0%,-12%,-2%,i,0.2,1,8%,1.6%
CC1CCCN(CCCNC(=O)c2cn(C)c3ccc(S(=O)(=O)N(C)C4CCCCC4)cc3c2=O)C1 (stereo unspecified),nt,nt,nt,6%,nt,-6%,i,1.5,nt,nt,-1.1%
COc1ccc(-n2nc(C(=O)NCC(=O)NCc3ccco3)c3ccccc3c2=O)cc1Cl,-4,-15,-1%,-1%,-3.1%,-4%,i,0.8,1.1,0%,1.6%
O=C(Nc1nc2ccccc2s1)C1CCCO1 (stereo unspecified),-11,-7,-2%,-7%,-3.8%,26%,i,1.1,1.1,-9%,1.5%
CC(=O)Nc1ccc(C2=NNC(=Nc3cccc(S(=O)(=O)N(C)C)c3)SC2)cc1,-22,-8,44%,2%,-3.9%,4%,i,0.5,1,16%,11%
O=C(NCc1cccnc1)C(=O)NCC(c1ccco1)N1CCN(c2ccccc2)CC1 (stereo unspecified),2,8,12%,0%,-7.0%,-5%,i,0.7,1.1,4%,-0.2%
CCOC(=O)N1CCN(c2c(N3CCOCC3)c(=O)c2=O)CC1,10,5,-11%,-4%,-3.4%,0%,i,1.3,0.9,-12%,-0.2%
O=C(Nc1c2c(nn1-c1ccccc1)CS(=O)C2)c1ccc(Br)o1 (stereo unspecified),nt,nt,nt,2%,nt,-3%,i,3.6,nt,nt,1.6%
O=C(O)c1sccc1OCc1ccccc1,-18,18,-2%,-2%,-4.0%,-27%,i,0.2,1,9%,2.9%
Cc1ccc(S(=O)(=O)Nc2ccc(N3CCOCC3)cc2)cc1[N+](=O)[O-],-5,17,2%,5%,-7.1%,1%,i,1.0,1.2,15%,-0.5%

# Part of the list above in a different format:
SMILES | WT yeast gro inh | WT yeast gro inh mutant strain | PMI inhibitors | Siah-1 displacement | XIAP displacement | PhoP inhibition | Myeloid diff 2 | Myeloid diff 2 GFP+ MAC1+ % | TNAP activators | human PMI inhibitors | RSV CPE inhibition
COc1cc(NC(=O)c2cc(C)no2)c(OC)cc1Cl | nt | nt | nt | 1% | nt | 1% | i | 0.3 | nt | nt | 4.2%
O=S(=O)(c1ccc(F)cc1)N1CCCC(CO)C1 (stereo unspecified) | 25 | 7 | 13% | 2% | -5.2% | -1% | i | 0.7 | 1.1 | -1% | 2.1%
CCOc1ccc(Cl)cc1CNc1nnnn1CC | nt | nt | nt | -1% | nt | -5% | i | 2.1 | nt | nt | 1.2%
COc1cc2c(cc1OC)CN(Cc1ccc(C)cc1)CC2 | nt | nt | nt | 9% | nt | -6% | i | 0.3 | nt | nt | 0.7%

# Continuation.
SMILES,WT yeast gro inh,WT yeast gro inh mutant strain,PMI inhibitors,Siah-1 displacement,XIAP displacement,PhoP inhibition,Myeloid diff 2,Myeloid diff 2 GFP+ MAC1+ %,TNAP activators,human PMI inhibitors,RSV CPE inhibition
CCCCC(=O)NCCNc1nc2c(c(=O)n(C)c(=O)n2C)n1Cc1ccc(F)cc1,-2,4,-6%,-3%,-1.0%,2%,i,0.5,1.1,-2%,0.0%
COc1cc(/C=C/c2ccc3cccc([N+](=O)[O-])c3n2)ccc1OCC(=O)O,-29,4,-10%,-5%,-6.9%,2%,i,0.2,0.9,-12%,-3.3%
CC(C)NS(=O)(=O)c1ccc(OCC(=O)Nc2ccc(F)cc2F)cc1,12,6,0%,4%,0.2%,0%,i,2.3,1.2,6%,0.3%
Nc1ncc(-c2ccccc2)n1CC1CCCO1 (stereo unspecified),-4,-4,5%,-4%,-7.0%,-2%,i,0.3,1,4%,1.8%
COc1ccc(N(CCC#N)C(=O)/C(C#N)=C/c2cccs2)cc1,-6,-4,-2%,3%,-6.1%,0%,i,0.2,1.2,-3%,0.6%
CCOc1ccc(/C=N/NC(=O)c2ccc(Cn3cc([N+](=O)[O-])cn3)o2)cc1,13,18,10%,-1%,-8.1%,0%,i,0.6,1.1,6%,1.3%
S=c1[nH]nc(C2CCCCC2)n1/N=C/c1ccc(Br)cc1,nt,nt,nt,-3%,nt,13%,i,0.8,nt,nt,0.4%
c1ccc2c(c1)ncn2-c1ccc(-c2ccnc(-c3ccncc3)n2)cc1,5,46,9%,8%,-8.1%,-7%,i,0.5,1,3%,13%
COc1cc(C2NC(=O)NC(C)=C2C(=O)OC2CCC(C)CC2)ccc1O (stereo unspecified),nt,nt,nt,-3%,nt,-7%,i,1.0,nt,nt,0.5%
O=C(Nc1ccccc1Cl)NC1(C(=O)N2CCC(O)CC2)CCCCC1,nt,nt,nt,-5%,nt,1%,i,3.8,nt,nt,-0.8%
CN1CCN(NC(=O)c2cn(-c3ccccc3)nc2-c2cccs2)CC1,-2,-20,-6%,-5%,-4.2%,-1%,i,0.3,1.1,7%,0.0%
COc1ccc(Cc2c(Cl)ncnc2Cl)cc1,-9,7,22%,-2%,-8.3%,6%,i,0.7,1.1,12%,0.3%
O=C(NCCc1ccccn1)C(F)(F)C(F)(F)C(F)(F)C(F)(F)C(F)(F)C(F)(F)C(F)(F)C(F)F,-5,-7,8%,-4%,-6.3%,2%,i,1.7,1,-4%,2.4%
O=C(COC(=O)c1ncc(Cl)c(Cl)c1Cl)NC(=O)NCc1ccccc1,-3,-5,-7%,9%,-3.5%,-2%,i,0.1,1.1,-2%,-2.2%
O=C(Nc1ccc2c(c1)OCCO2)c1cccc(Cl)c1,nt,nt,nt,-4%,nt,-6%,i,0.9,nt,nt,4.5%
COc1cc(COCC(O)CN2CCN(Cc3ccc4c(c3)OCO4)CC2)cc(OC)c1OC (stereo unspecified),12,4,-14%,8%,-3.9%,-1%,i,0.2,1.1,-8%,0.1%
CCc1c(C)sc(NC(=O)c2cccs2)c1C#N,-8,3,14%,-2%,-5.4%,-4%,i,0.2,1.1,28%,2.8%
O=C(NCCc1ccccc1)C1CCCN(S(=O)(=O)c2cnc[nH]2)C1 (stereo unspecified),3,2,-8%,2%,-0.6%,8%,i,1.9,1.1,-9%,1.2%
COc1ccc(-c2csc(N(CC3CCCO3)C(=O)c3ccc(C)cc3)n2)cc1 (stereo unspecified),33,14,4%,-6%,-2.6%,3%,i,1.2,1.1,-3%,4.1%
CCCCC1(O)CC(C(F)(F)F)=NN1C(=O)COc1ccccc1 (stereo unspecified),26,3,-3%,0%,-5.2%,2%,i,7.2,1.1,-5%,3.9%
O=C(CSc1nnnn1C1CCCCC1)Nc1nc2c(s1)CCCC2,-19,2,17%,-3%,-11%,1%,i,6.3,1,10%,8.5%
Cc1cc(=O)oc2c(C)c(OCC(=O)NC3CCN(Cc4ccccc4)CC3)ccc12,nt,nt,nt,-2%,nt,-1%,i,0.6,nt,nt,-2.5%
O=C(CN1CCc2cc3c(cc2C1)OCCCO3)Nc1cccc([N+](=O)[O-])c1,nt,nt,nt,-2%,nt,2%,?,nt,nt,nt,7.3%
COc1cc(CNC2CCCCCCC2)cc(Cl)c1OCC(N)=O,nt,nt,nt,-2%,nt,3%,i,0.4,nt,nt,-0.1%
c1ccc2oc(NC3=NCN(CC4CCCO4)CN3)nc2c1 (stereo unspecified),-14,-23,-3%,4%,-5.6%,3%,i,1.1,1,-4%,-0.8%
CCc1nnc(SCC(=O)Nc2ccc(F)cc2)o1,nt,nt,nt,4%,nt,-2%,i,0.9,nt,nt,2.1%
COc1ccc(N(CC(=O)NCc2ccccc2)S(C)(=O)=O)cc1,-10,-31,-14%,-2%,-6.5%,-10%,i,0.3,1,-10%,1.5%
COc1ccc2cc3c(N)nn(C(=O)c4cccc([N+](=O)[O-])c4)c3nc2c1,-1,6,3%,-2%,1.0%,-4%,i,0.3,1.1,-8%,3.7%
O=C(CSc1n[nH]c(-c2cccs2)n1)N1CCN(S(=O)(=O)c2ccc3ccccc3c2)CC1,-4,3,0%,3%,-6.2%,-10%,nt,nt,1.1,0%,6.6%
O=C(NCCc1ccccc1)c1ccc(NCC2CCCO2)c([N+](=O)[O-])c1 (stereo unspecified),29,-12,0%,0%,-8.5%,4%,i,0.9,1,-4%,1.9%
Cc1c(CNC(=O)c2cnn3c2NC(c2ccc(Br)cc2)CC3C(F)(F)F)cnn1C (stereo unspecified),12,1,17%,2%,-4.7%,-1%,i,0.4,1.1,11%,6.3%
CCCN1C(=O)/C(=C\C=C2/C=CN(CC)c3ccccc32)SC1=S,59*,47*,33%,10%,-15%,18%,i,2.2,0.8,65%*,0.8%
CC(=O)c1c(C)nc(-c2ccccc2)n1O,-20,53,12%,-3%,-20%,7%,i,0.3,1.1,6%,0.6%

# High-throughput results from PubChem.
